A3A deaminase: blocks human APOBEC3A ssDNA deamination. actives 0.41% (n = 330,000). inhibition, % at 20 µM. recombinant A3A, FAM/TAMRA ssDNA deamination fluorescence. P31941;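 active = at least 40% inhibition at 20 µM here, with at most 30% in a related deaminase screen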;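 note: plate controls were A3A with DMSO for no effect and wells lacking A3A enzyme for full effect; some results filed as inactive read as strong as hits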
Target sequence (P31941 whole entry, looked up): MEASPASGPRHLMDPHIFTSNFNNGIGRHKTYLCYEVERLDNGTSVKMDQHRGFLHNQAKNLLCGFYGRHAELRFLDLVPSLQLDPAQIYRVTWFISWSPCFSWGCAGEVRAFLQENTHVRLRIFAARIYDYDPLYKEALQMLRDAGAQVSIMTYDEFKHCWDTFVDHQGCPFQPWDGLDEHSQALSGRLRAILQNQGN
hIAP inh: blocks human intestinal alkaline phosphatase. AID 2544. inhibition, % at 10 µM. actives 0.12% (n = 330,000). purified IAP, CDP-Star luminescence, 30 min;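 active = inhibition reaching a set limit with compound at 10 µM in the primary screen, cut at about 35% in these data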;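 note: plate controls were DMSO wells with enzyme for no effect and no-enzyme buffer wells for full effect; values of inactives mirror those of a sister screen read the other way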
mIAP inh: blocks mouse intestinal alkaline phosphatase; purified mouse IAP, CDP-Star luminescence, 30 min; actives 0.2% (n = 330,000); inhibition, % at 10 µM;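 active = inhibition of at least 40% at 10 µM in the primary screen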;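 note: plate controls were DMSO with enzyme for no effect and no enzyme wells for full effect; values of inactives mirror those of a sister screen read the other way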
mIAP act: increases mouse intestinal alkaline phosphatase activity; muIAP, CDP-Star luminescence, 30 min; active compounds read high; 1 = vehicle-only enzyme signal, 0 = enzyme-free wells; activation factor at 10 µM; actives 0.24% (n = 330,000); AID 2805;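 active = activation factor of at least 2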; note: the source names both 10 and 20 µM as test concentration; values of inactives mirror those of a sister screen read the other way
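also added = chemiluminescent substrate CDP-Star | test system = mouse IAP enzyme | signal = chemiluminescence readout | compound = DMSO-dissolved test compounds | incubation = 30 min at room temperature | benchmarks = DMSO wells, no-enzyme wells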
SENP1 FRET inh: blocks the human SENP1 SUMO protease catalytic domain. recombinant SENP1 catalytic domain, CyPet-SUMO1-YPet FRET cleavage. Q9P0U3. inhibition, % at 10 µM. actives 0.21% (n = 360,000);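 active = inhibition at least 30% at 10 µM, raw YFP signal under a set limit, fluorescence ratio 0.5 to 1.5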;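 note: 0% = enzyme with DMSO and 100% = no enzyme wells; some results filed as inactive read as strong as hits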
Target sequence (Q9P0U3 419-644 limits assumed): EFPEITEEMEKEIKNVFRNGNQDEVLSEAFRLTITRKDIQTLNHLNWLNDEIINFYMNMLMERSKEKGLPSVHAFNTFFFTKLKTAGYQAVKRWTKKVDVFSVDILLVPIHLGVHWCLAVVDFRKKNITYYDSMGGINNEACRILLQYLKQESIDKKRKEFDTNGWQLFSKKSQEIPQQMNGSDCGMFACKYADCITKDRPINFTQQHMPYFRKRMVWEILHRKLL
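system = hSENP1 catalytic domain, recombinant | reagent = SFCypet-SUMO1-SFYpet substrate at 25 nM | doses = one dose per compound, 10 µM, 0.5% DMSO | incubation = enzyme reaction for 50 min at room temperature, dark | measured by = FRET, CFP and YFP emission | controls = no-enzyme low, enzyme-DMSO high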
hIAP activ: increases human intestinal alkaline phosphatase activity. P09923. purified human IAP, CDP-Star luminescence, 30 min; active compounds read high; 1 = vehicle-only enzyme, 0 = enzyme-free background. activation factor at 10 µM. actives 0.16% (n = 330,000). AID 2524;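 active = activation factor of the enzyme at least 2-fold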; note: the source names both 10 and 20 µM as test concentration; values of inactives mirror those of a sister screen read the other way
A3G deaminase: APOBEC3G (human) deaminase inhibition. Q9HC16. recombinant A3G, ssDNA deamination FAM/TAMRA fluorescence. inhibition, % at 20 µM. actives 0.28% (n = 330,000);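 active = inhibition of at least 40% at 20 µM, with no more than 30% in the related APOBEC3A deaminase screen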;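 note: plate controls were DMSO wells with A3G for no effect and wells lacking A3G enzyme for full effect; some compounds called inactive have numbers as strong as hits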
Target sequence (Q9HC16 whole entry, looked up): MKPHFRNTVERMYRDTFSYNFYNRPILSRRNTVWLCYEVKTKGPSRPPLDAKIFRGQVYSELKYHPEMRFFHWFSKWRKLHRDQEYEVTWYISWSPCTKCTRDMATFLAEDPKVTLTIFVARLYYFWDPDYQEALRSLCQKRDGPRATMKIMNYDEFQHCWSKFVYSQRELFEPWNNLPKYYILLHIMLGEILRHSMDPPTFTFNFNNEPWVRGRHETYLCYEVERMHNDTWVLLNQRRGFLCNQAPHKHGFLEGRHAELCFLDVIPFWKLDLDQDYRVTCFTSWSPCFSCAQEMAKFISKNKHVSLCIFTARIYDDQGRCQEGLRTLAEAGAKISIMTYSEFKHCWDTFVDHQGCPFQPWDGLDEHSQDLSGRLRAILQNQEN
beta cell repl: induces beta-cell replication in MIN6 cells | MIN6 cells proliferation, ATPlite luminescence, 48 h; cells starved in 0.2% serum; 100% = growth in 10% serum | proliferation, % at 10 µM | actives 0.29% (n = 330,000) | AID 2380;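 active = compounds whose signal lies at least 3.5 SD above the mean of all wells on their plate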;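 note: 0% = DMSO-treated cells in low-serum medium and 100% = 10% serum control; some compounds called inactive have numbers as strong as hits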
NLRP3 yeast inh: NALP3 inhibition in yeast. Yeast reconstituted NLRP3/ASC/caspase-1, beta-gal luminescence, 24 h. inhibition, % at 10 µM. actives 0.39% (n = 330,000). AID 2825;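 active = inhibition of 50% or more; inactive = inhibition below 50%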;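 note: plate controls were induced DMSO wells for no effect and uninduced yeast grown without galactose for full effect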
* = called active by the depositor; x = no result given. The list is partial; rates above refer to the full screens.

SMILES	A3A deaminase	hIAP inh	mIAP inh	mIAP act	SENP1 FRET inh	hIAP activ	A3G deaminase	beta cell repl	NLRP3 yeast inh
CSc1nnc(Cn2c(=O)sc3ccccc32)n1C	-1	-14	-14	1.1	3	1.1	3	-2	-6
N/C(=N/S(=O)(=O)c1ccccc1)c1cccc([N+](=O)[O-])c1	45*	-1	-4	1	0	1	-7	-2	30
Cc1noc(C)c1COC(=O)COc1ccc(-c2ccccc2)cc1	4	3	7	0.93	0	0.97	0	-2	14
CCOC(=O)C1CCN(C(=O)C2CCN(c3ncnc4c3nc3n4CCCCC3)CC2)CC1	-3	-4	-1	1	3	1	-3	-1	15
CC[C@@]1(C(=O)OC)N[C@H](CN(C)C(C)=O)[C@@H]2C(=O)N(C)C(=O)[C@@H]21	-6	4	5	0.95	2	0.96	-7	-2	-4
CCCNS(=O)(=O)c1ccc(OCC(=O)NCC2CCCO2)cc1 (configuration not stated)	-3	13	-8	1.1	0	0.87	-5	-2	20
CC(c1ccccc1F)n1cc(C(=O)NCCCn2ccnc2)nn1 (configuration not stated)	-2	1	-6	1.1	0	0.99	-5	1	9
Cc1cc(C)cc(N(CCC#N)C(=O)COC(=O)c2ccc(OCc3c(C)noc3C)cc2)c1	-5	-2	4	0.96	1	1	-8	-1	-9
COC(=O)c1ccc(NC(=O)CCN2C(=O)CSC2=O)cc1	0	2	1	0.99	3	0.98	-3	1	16
COCCNC(=S)N/N=C(\C)CCc1ccc2c(c1)OCO2	-5	-4	7	0.93	2	1	-9	-1	14
NC(=O)CCN1CCN(S(=O)(=O)/C=C/c2ccccc2)CC1	3	0	5	0.95	0	1	0	-2	2
COCCNC(=O)C(c1ccc(C)o1)N(Cc1ccco1)C(=O)c1snc(C(N)=O)c1N (configuration not stated)	1	-4	6	0.94	-4	1	-5	-1	14
CCOc1ccc(NC(=O)CSc2nc(C)cc(C)n2)cc1	1	-3	-10	1.1	2	1	-9	-2	11
COC(=O)C1=CN(c2ccc(OC)cc2)C=C(C(=O)OC)C1c1ccc([N+](=O)[O-])cc1	2	2	8	0.92	-8	0.98	-4	-2	14
COC(=O)CSc1nnc(CNS(=O)(=O)c2ccc(Cl)cc2)n1C	-1	10	6	0.94	0	0.9	-3	0	-3
Cc1ccc(NC(=O)CCNS(=O)(=O)c2ccc3c(c2)oc(=O)n3C)c(C)c1	2	7	8	0.93	3	0.93	0	-3	-25
O=C(NCC1CCCO1)c1ccc2c(=O)n(Cc3cccc(Br)c3)c(=S)[nH]c2c1 (configuration not stated)	5	-4	5	0.95	2	1	-1	-4	10
CC(=O)c1c(C)[nH]c(C(=O)OCC(=O)Nc2nnc(-c3ccccc3)o2)c1C	-3	-6	14	0.86	-1	1.1	-3	3	4
CCc1ccc(C(=O)NNC(=S)Nc2ccc(S(N)(=O)=O)cc2)s1	-2	-72	20	0.8	-3	1.7	0	-2	1
CCC(CC)C(=O)NCCc1ccc(OC)c(OC)c1	-2	-10	0	1	3	1.1	-4	1	2
CCOC(=O)C1(CCOc2ccccc2)CCN(Cc2ccc(C#CCCO)cc2)CC1	-4	-11	3	0.97	-2	1.1	-4	-3	7
COCCSc1nnc(NC(=O)c2ccc3c(c2)OCO3)s1	-2	14	3	0.97	-1	0.86	-6	-1	18
O=C(COc1ccccc1)N=C1SC2CS(=O)(=O)CC2N1Cc1ccccc1 (configuration not stated)	-2	23	2	0.98	-2	0.77	3	0	10
Cc1ccc(-c2cc(C(F)(F)F)c(C#N)c(SCCC#N)n2)o1	0	4	13	0.87	-143	0.96	-6	-2	0
COc1ccc(C(=O)Nc2ccc(C(=O)Nc3cccc(C)c3)cc2)cc1	0	9	-4	1	0	0.91	-6	-6	15
Cc1onc(-c2ccccc2Cl)c1-c1nc(-c2ccccn2)no1	-2	-3	8	0.92	-13	1	-1	2	-3
CC(C)(C)OC(=O)N[C@@H](Cc1ccccc1)C(=O)N1CCC(C(=O)NCC(=O)O)CC1	-1	-1	9	0.91	2	1	-7	6	12
S=C(NCC1CCCO1)NC1CCCCC1 (configuration not stated)	-4	0	-4	1	1	1	-11	0	10
COc1ccc(C=O)cc1COc1ccc([N+](=O)[O-])c(C)c1	-2	7	6	0.94	0	0.93	-4	-3	15
CCCCC(=O)Nc1cccc(NC(=S)NC(=O)COc2ccccc2Cl)c1	2	2	5	0.95	0	0.98	0	0	6
C/C(N)=C(/C#N)C(=O)CSc1nnnn1-c1ccccc1	14	14	-6	1.1	2	0.86	0	-2	1
CCCc1[nH]nc2c1C(C1CC=CCC1)C(C#N)=C(N)O2 (configuration not stated)	-2	-2	-3	1	0	1	-6	0	19
O=C(OCCN1CCCCC1)c1c[nH]c2ccccc12	0	-7	-13	1.1	-1	1.1	-5	-3	6
CCOC(=O)c1cccc(NC(=O)c2ccc3c(c2)OCO3)c1	-4	-12	-1	1	0	1.1	-9	1	41
CCCCn1c(SCC(=O)N2CCOCC2)nnc1-c1ccoc1C	0	13	-3	1	-3	0.87	-1	0	-2
CC(=O)NS(=O)(=O)c1ccc(Nc2ccc([N+](=O)[O-])c3nonc23)cc1	8	28	20	0.8	12	0.72	2	4	23
O=C(Nc1ccc(Br)cc1)Nn1cnnc1	3	-11	-14	1.1	2	1.1	-4	0	18
Cc1ccc(OCC(=O)N(Cc2cccs2)C2CCS(=O)(=O)C2)cc1C (configuration not stated)	4	-8	4	0.96	1	1.1	-1	-1	8
O=C(NCc1ccccc1)c1ccc2c(=O)n(CCCN3CCCC3=O)c(=S)[nH]c2c1	-3	8	-1	1	-1	0.92	-6	-1	3
Cc1ccc(S(=O)(=O)Nc2nc3ccc(S(C)(=O)=O)cc3s2)cc1	1	-3	-7	1.1	-3	1	-4	-2	13

Rewritten with values under each structure: 2 of the compounds above
Order of results – A3A deaminase	hIAP inh	mIAP inh	mIAP act	SENP1 FRET inh	hIAP activ	A3G deaminase	beta cell repl	NLRP3 yeast inh
N/C(=N/S(=O)(=O)c1ccccc1)c1cccc([N+](=O)[O-])c1
  45*	-1	-4	1	0	1	-7	-2	30
O=C(COc1ccccc1)N=C1SC2CS(=O)(=O)CC2N1Cc1ccccc1 (configuration not stated)
  -2	23	2	0.98	-2	0.77	3	0	10

Whole records as entered above:
COCCNC(=S)N/N=C(\C)CCc1ccc2c(c1)OCO2 is listed as A3A deaminase: -5; hIAP inh: -4; mIAP inh: 7; mIAP act: 0.93; SENP1 FRET inh: 2; hIAP activ: 1; A3G deaminase: -9; beta cell repl: -1; NLRP3 yeast inh: 14
Cc1ccc(NC(=O)CCNS(=O)(=O)c2ccc3c(c2)oc(=O)n3C)c(C)c1 is listed as A3A deaminase: 2; hIAP inh: 7; mIAP inh: 8; mIAP act: 0.93; SENP1 FRET inh: 3; hIAP activ: 0.93; A3G deaminase: 0; beta cell repl: -3; NLRP3 yeast inh: -25
CCCCC(=O)Nc1cccc(NC(=S)NC(=O)COc2ccccc2Cl)c1 is listed as A3A deaminase: 2; hIAP inh: 2; mIAP inh: 5; mIAP act: 0.95; SENP1 FRET inh: 0; hIAP activ: 0.98; A3G deaminase: 0; beta cell repl: 0; NLRP3 yeast inh: 6

Continued.
SMILES	A3A deaminase	hIAP inh	mIAP inh	mIAP act	SENP1 FRET inh	hIAP activ	A3G deaminase	beta cell repl	NLRP3 yeast inh
COc1cc(/C=C/C(=O)O)cc(S(=O)(=O)N2CCc3ccccc32)c1OC	-2	-30	-14	1.1	-1	1.3	-14	-2	-1
CCOC(=O)c1c(NC(=O)CSc2nnnn2-c2ccc3c(c2)OCO3)sc(C)c1C	-4	18	5	0.95	1	0.82	-8	-4	4
Cc1cc(C)n(CCC(=O)N/N=C/c2ccc(O)cc2O)n1	-4	-7	14	0.86	1	1.1	-7	0	16
O=C(C[C@H]1C[C@H](C(=O)N2CCCCC2)[C@@]2(CCc3ccccc3)c3[nH]c4cc(-c5ccco5)ccc4c3CCN2C1=O)NCCC1=CCCCC1	2	x	-29	1.3	-69	x	5	x	x
COc1ccc(N2CCN(Cc3nc4c(c(=O)n(C)c(=O)n4C)n3C(C)C(C)=O)CC2)cc1 (configuration not stated)	-11	-2	4	0.96	0	1	-7	0	14
CCN(CC)S(=O)(=O)c1ccc(/C=C/C(=O)OCC(=O)NCc2ccco2)cc1	29	9	5	0.95	1	0.91	11	-3	15
Cc1nc2cc(C(=O)N3c4ccccc4CC3C)ccc2s1 (configuration not stated)	-2	3	-6	1.1	-2	0.97	-3	-3	-5
Cc1nc(NCCCN2CCOCC2)c2oc3ccccc3c2n1	-4	10	9	0.91	2	0.9	-1	0	13
Nc1c(-c2ccccc2)cnn1-c1cccc(C(F)(F)F)c1	-1	9	6	0.94	-4	0.91	0	1	60*
C/C=C/CSc1nc2c(c(=O)[nH]c(=O)n2C)n1Cc1ccc(C)cc1	-1	-6	-1	1	2	1.1	2	-1	10
Cc1nc2ccccc2c2c1C(=O)N(c1ccc(C(=O)O)cc1)C2=O	-2	-17	-10	1.1	0	1.2	-1	4	-1

Reprinted at random: 2 records from the list, in no set order.
SMILES	A3A deaminase	hIAP inh	mIAP inh	mIAP act	SENP1 FRET inh	hIAP activ	A3G deaminase	beta cell repl	NLRP3 yeast inh
C/C=C/CSc1nc2c(c(=O)[nH]c(=O)n2C)n1Cc1ccc(C)cc1	-1	-6	-1	1	2	1.1	2	-1	10
Cc1cc(C)n(CCC(=O)N/N=C/c2ccc(O)cc2O)n1	-4	-7	14	0.86	1	1.1	-7	0	16
